Compound activity: PubChem, several laboratories
AID2073: inhibitors of Mint1-CaV2.2 protein interaction, biochemical, HTRF (AID 2073); HTRF protein-protein interaction, Mint1-CaV2.2; higher % means a stronger effect; inhibition, % at 20 µM; hits with a dose series show IC50 in µM; 290,000 compounds, 0.19% hits; in the data active = inhibition mostly above about 51%, no sharp cut-off; inconclusive = no clear call, values can overlap the other calls; inactive = mostly below about 53%; note: some results filed as inactive read as strong as hits
SIAH1 antagonists: Siah-1 peptide-binding antagonists, primary screen, biochemical, fluorescence polarization, rhodamine-plectin, uHTS (AID 1817); Siah-1 / rhodamine-plectin peptide fluorescence polarization; higher % means a stronger effect; displacement, % at 20 µM, or IC50 in µM where a hit was titrated; 290,000 compounds, 0.02% hits;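 active = displacement of at least 50% at 20 µM, with a fluorescence ratio check between 0.3 and a set limit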;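 note: plate controls were Siah plus tracer with DMSO for no effect and tracer alone without Siah for full effect; strong numbers were not always called active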
NTR1 ag: NTR1-driven beta-arrestin-GFP spot formation – imaging, U2OS cells, high content, primary screen (AID 493036); P30989; agonist mode; activation, % at 20 µM; 330,000 compounds, 0.17% hits;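 active = activation at or above 40% of the spot to cytoplasm intensity ratio, with at least 20 cells analyzed; inconclusive = wells under 20 cells, flagged as cytotoxic or low count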;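 note: 0% = DMSO without peptide and 100% = 100 nM NTR1 peptide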
Target sequence (P30989 whole entry, looked up): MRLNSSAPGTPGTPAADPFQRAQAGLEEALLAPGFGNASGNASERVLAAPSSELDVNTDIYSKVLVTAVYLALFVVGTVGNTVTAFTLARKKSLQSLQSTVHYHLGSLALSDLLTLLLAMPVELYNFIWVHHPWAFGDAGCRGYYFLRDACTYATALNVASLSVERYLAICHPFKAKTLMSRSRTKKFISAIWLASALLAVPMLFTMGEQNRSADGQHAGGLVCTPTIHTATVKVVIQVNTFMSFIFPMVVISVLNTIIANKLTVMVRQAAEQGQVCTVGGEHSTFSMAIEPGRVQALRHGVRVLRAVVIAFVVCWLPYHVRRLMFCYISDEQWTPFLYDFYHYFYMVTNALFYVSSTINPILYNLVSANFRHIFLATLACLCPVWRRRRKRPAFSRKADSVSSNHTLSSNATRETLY
RSV CPE inhibition: inhibition of RSV-induced cytopathic effect – HEp-2 cells, primary 10 µM value included (AID 2391); one-dose CPE inhibition, % at 10 µM; IC50 in µM for titrated hits; 310,000 compounds, 0.13% hits; HEp-2 cells, RSV-induced CPE inhibition; higher % means a stronger effect; in the data active = a potency from the dose series; inconclusive = CPE inhibition mostly from about 23% at the one dose, without a potency; inactive = the rest, 99 in 100 with CPE inhibition below about 21%; note: strong numbers were not always called active
K1F lysis inhibition: protection from phage-mediated lysis, alamar blue read-out – E. coli UTI89, K1F phage, bacterial capsule biogenesis inhibitors (AID 488966) | E. coli UTI89 K1F phage lysis, alamar blue, 2 h; higher % means a stronger effect | one-dose inhibition, % at 100 µM; IC50 in µM for titrated hits | 340,000 compounds, 0.02% hits;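 active = phage lysis inhibition, versus mean bacterial control, above a set limit; inconclusive = no clear call, values can overlap the other calls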;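 note: capsule biogenesis inhibitors block K1F phage lysis so surviving cells raise fluorescence; higher fluorescence means more inhibition of phage lysis; actives were called in the ten point dose series up to 300 µM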
Dengue-2 NS5 capping: flavivirus cap methylation enzyme inhibition – biochemical, confirmation dose response, primary screen (AID 588689); Dengue-2 NS5 methyltransferase capping enzyme assay, biochemical; higher % means a stronger effect; inhibition, % at 25 µM, or IC50 in µM where a hit was titrated; 340,000 compounds, 0.3% hits; in the data active = a potency from the dose series; inconclusive = inhibition above about 29% without an active follow-up result
West Nile antiviral: inhibition of WNV-induced cytopathic effect – cell-based, CPE readout (AID 1621). CPE inhibition, % at 10 µM, or IC50 in µM where a hit was titrated. 290,000 compounds, 0.02% hits. West Nile virus-infected cells, CPE inhibition; higher % means a stronger effect; in the data active = a potency from the dose series; inconclusive = CPE inhibition mostly from about 3.7% at the one dose, without a potency; inactive = the rest, 99 in 100 with CPE inhibition below about 2.2%; note: strong numbers were not always called active
Large T inhibition: SV40 large T antigen inhibitors, biochemical (AID 1903) | 310,000 compounds, 0.39% hits | one-dose inhibition, % at 20 µM; IC50 in µM for titrated hits | SV40 large T antigen ATPase/helicase inhibition assay; higher % means a stronger effect; in the data active = a potency from the dose series; inconclusive = inhibition mostly from about 32% at the one dose, without a potency; inactive = the rest, 99 in 100 with inhibition below about 32%; note: strong numbers were not always called active
MgcRacGAP inhibition: MgcRacGAP GTPase-activating activity inhibitors, confirmation, biochemical, ADP Hunter fluorescence; 340,000 compounds, 0.6% hits; inhibition, % at 30 µM, or IC50 in µM where a hit was titrated; MgcRacGAP-stimulated Rac1 GTP hydrolysis, ADP Hunter fluorescence; higher % means a stronger effect; GST-tagged Rac1 F28L mutant substrate;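 active = first-screen hits whose inhibition reached a set limit at any dose in the follow-up dose series; inconclusive = inhibition above the set first-screen limit but never retested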;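 note: fluorescence reports GDP produced by GAP-driven GTP hydrolysis; strong numbers were not always called active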
NTR1 ag cell count 20 µM: recorded beside NTR1 ag, whose call it bears; cell count; measured here: cell count, cytotoxicity flag
The depositor's hits bear a star; ? = inconclusive; . = not tested or not shown; [ ] = dose if it differs, or a comment.

SMILES	AID2073	SIAH1 antagonists	NTR1 ag	NTR1 ag cell count 20 µM	RSV CPE inhibition	K1F lysis inhibition	Dengue-2 NS5 capping	West Nile antiviral	Large T inhibition	MgcRacGAP inhibition
CCOC(=O)C(NCCc1ccccc1F)(NC(C)=O)C(F)(F)F (stereo unspecified)	-3%	-4%	1.4	50	-0.3%	2.9%	-1%	0.0%	8%	-7%
CCn1c(SCC(=O)NC(C)(C)C)nc(O)cc1=O	1%	1%	-0.1	95	1.6%	0.9%	-6%	0.9%	15%	1%
O=C(CN1C(=O)c2ccccc2S1(=O)=O)N1CCN(Cc2ccc3c(c2)OCO3)CC1	-4%	-3%	1.6	87	0.1%	-0.8%	-8%	0.8%	1%	8%
COc1ccc(N2CCN(C(CNC(=O)c3cccc(Cl)c3)c3cccnc3)CC2)cc1 (stereo unspecified)	1%	2%	0.8	49	-2.8%	0.8%	10%	-0.3%	27%	?
Cc1cc2occ(CC(=O)NC3(C)CCS(=O)(=O)C3)c2cc1C (stereo unspecified)	10%	12%	0.2	64	0.7%	0.3%	0%	-0.3%	4%	5%
CCOc1ccc(C2NC(=O)C(C#N)=C(S)N2c2cccc(C)c2)cc1OC (stereo unspecified)	11%	2%	3.7	31	0.7%	0.0%	-2%	0.5%	.	37%
C=CCOc1ccc(C2OC34CCCCC3C(C#N)(C#N)C2(C#N)C(=N)O4)cc1 (stereo unspecified)	2%	-6%	-1.5	100	1.3%	0.3%	?	-0.1%	19%	10%
Cc1nn(Cc2ccccc2)c(Cl)c1C(=O)NCCc1ccc(Cl)cc1	-7%	0%	0.2	78	1.5%	1.6%[50 µM]	2%	-0.3%	6%	8%
Cc1nccn1CC(=O)N/N=C/c1c[nH]c2ccccc12	3%	-4%	-0.1	46	0.2%	1.4%	3%	0.3%	16%	8%
Cc1c(C(=O)O)cc(C(C)(C)C)n1CCSCCO	1%	7%	-0.6	53	1.4%	-0.2%	-1%	0.3%	15%	-3%
Cc1cc(C)nc(NS(=O)(=O)c2ccc(NC(=O)Cc3ccccc3)cc2)n1	0%	-5%	0.9	83	-1.0%	-0.8%	-4%	0.8%	1%	5%
COc1cc(/C=C/C(=O)OCC(=O)c2ccc(S(=O)(=O)N3CCCCC3)cc2)cc(OC)c1OC	.	.	-0.8	68	.	1.0%[50 µM]	1%	.	.	-5%
C/C(=C\C=C\c1ccccc1)C(=O)c1c(C)cc(C)[nH]c1=O	2%	0%	0.5	85	0.5%	0.2%	-8%	-0.8%	0%	10%
Cc1ccc(S(=O)(=O)N2CCN(C(=O)COC(=O)c3cccnc3Cl)CC2)c(C)c1	.	.	1.3	34	0.8%	0.1%[50 µM]	-3%	.	.	1%
O=[N+]([O-])c1ncccc1OCc1ccc(-c2ccccc2)cc1	14%	4%	0.1	47	?	-0.5%	-1%	0.1%	6%	8%
CCn1c(SCC(=O)NCc2ccccc2)nnc1-c1cccnc1	4%	4%	0.0	99	1.9%	0.2%	-3%	-0.1%	6%	1%
CCCOC(=O)C1=C(C)NC2=C(C(=O)CCC2)C1c1cccs1 (stereo unspecified)	-4%	3%	-0.4	86	-1.1%	0.1%	4%	-0.1%	-3%	1%
CC(C)(C)c1ccc(-c2nnc(SCC(=O)NC3CCS(=O)(=O)C3)n2N)cc1 (stereo unspecified)	-25%	-5%	0.4	35	-1.3%	-0.6%	-4%	-0.1%	9%	4%
O=C(CCS(=O)(=O)c1cc(Br)cc2c1N(C(=O)C1CC1)CC2)NCC1CCCO1 (stereo unspecified)	8%	2%	-1.3	56	0.3%	1.0%	5%	0.1%	18%	7%
CCNc1nc(N)nc(Oc2ccc(OCC)nn2)n1	0%	2%	-1.3	38	-0.6%	0.7%	-8%	0.2%	1%	5%
O=C(NNS(=O)(=O)c1ccc(F)cc1)c1ccc(O)cc1	32%	-5%	0.5	50	1.4%	2.8%	2%	0.8%	4%	7%
CC(C)(C)NC(=O)NC(=O)CN1c2cccc3cccc(c23)S1(=O)=O	8%	3%	0.8	74	4.2%	-0.3%	6%	-1.2%	0%	-4%
O=C(c1ccc(CNS(=O)(=O)c2cccc(C(F)(F)F)c2)cc1)N1CCOCC1	9%	0%	2.8	60	0.1%	-0.5%	-1%	.	11%	10%
Cc1cc(C(C)(C)C)oc1C(=O)N(CC(=O)NC1CCCC1)Cc1ccc(Cl)cc1	-3%	8%	6.5	51	-0.6%	3.4%	1%	0.3%	2%	2%
O=C(Nc1ccc(N2CCN(C(=O)c3ccccc3)CC2)cc1)c1cc2ccccc2o1	11%	-1%	64*	68*	?	0.1%	.	0.1%	12%	14%
The list continues:
SMILES	AID2073	SIAH1 antagonists	NTR1 ag	NTR1 ag cell count 20 µM	RSV CPE inhibition	K1F lysis inhibition	Dengue-2 NS5 capping	West Nile antiviral	Large T inhibition	MgcRacGAP inhibition
O=C(Nc1ccccc1)C1CC(=O)N(C2CCCCC2)C1 (stereo unspecified)	0%	0%	-0.6	42	0.9%	2.2%	-4%	0.1%	9%	4%
NC(=O)c1cc(-c2ccccc2)nc(Oc2ccccc2)n1	3%	-1%	-0.8	53	1.4%	1.8%	-1%	0.2%	10%	-4%
Cc1ccc(-n2ncc3c(NCc4ccccc4)ncnc32)cc1	17%	2%	-0.8	46	1.8%	0.0%	-4%	0.6%	0%	9%
CC(=O)Nc1cccc(NC(=O)CSc2nc(=O)n(CCN3CCOCC3)c3c2CCC3)c1	.	.	1.4	47	-1.3%	1.1%[50 µM]	-4%	.	12%	4%
CC(C)NC(=O)COc1coc(CN2CCN(C(=O)c3ccco3)CC2)cc1=O	.	.	-1.1	65	-1.1%	-1.0%	-4%	.	7%	2%
O=C(Nc1ccc(Cl)cc1)NC1CCCCC1	1%	2%	1.4	47	3.5%	2.9%	-10%	0.1%	0%	7%
CCOC(=O)c1c(C)n(C)c2ccc(OCCN(C)C)cc12	0%	-3%	0.3	43	-0.7%	-0.9%	-3%	.	-3%	3%
Cc1ccc(/C=N/NC(=O)COc2ccc(Cl)c(C)c2)o1	-2%	1%	2.8	43	5.9%	0.0%	-4%	0.0%	-5%	5%
CCn1c(Cc2ccccc2)nnc1SCC(=O)c1c(N)n(C2CC2)c(=O)[nH]c1=O	.	.	0.0	65	0.5%	1.4%[50 µM]	3%	.	.	4%
COC(=O)c1cc2c(s1)-c1ccccc1CC2	7%	8%	0.3	66	8.6%	0.1%	-3%	-0.2%	9%	4%
OC1C2CN3CCN(C2)CC1(Cc1ccccc1)C3 (stereo unspecified)	-5%	-5%	-0.8	33	2.1%	3.0%	-3%	0.4%	5%	3%
CN1CCN(c2cc(C(F)(F)F)nc(-c3ccccn3)n2)CC1	-7%	-5%	0.7	62	0.9%	-1.3%	-2%	1.6%	9%	2%
CC1(C)C[C@H]2C3=CCC4[C@@]5(C)CC[C@H](O)C(C)(C)C5CC[C@@]4(C)[C@]3(C)[C@@H](O)[C@@H](O)[C@@]2(CO)[C@@H](O)[C@@H]1O (stereo partly specified)	.	.	0.0	73	.	2.5%	-7%	.	.	-10%
CCCc1nc2nc(C)c(NS(=O)(=O)c3ccc(C4CCCCC4)cc3)c(=O)n2[nH]1	-3%	-1%	-0.6	53	2.5%	-0.5%	61µM*	-0.2%	12%	6%
CCc1cc(-c2n[nH]c(=S)n2C(C)c2ccccc2)cs1 (stereo unspecified)	-33%	1%	-0.6	65	0.2%	2.7%	-3%	-0.1%	2%	1%
COC(=O)c1ccc(CN2CCN(CC=C(C)C)C(CCO)C2)cc1 (stereo unspecified)	10%	9%	-0.5	56	-1.2%	-0.7%	-7%	0.6%	6%	-8%
CCC(C)N(C(=O)c1csnn1)C(C(=O)NC1CCCC1)c1c(F)cccc1Cl (stereo unspecified)	6%	8%	-0.8	63	0.3%	-1.3%	1%	-0.5%	7%	5%
Cc1ccc(S(=O)(=O)N2CCC[C@H]2C(=O)Nc2ccc(F)cc2C)cc1	.	.	-1.1	60	.	0.1%[50 µM]	-4%	.	.	6%
O=C(C[C@H]1C[C@H](C(=O)N2CCOCC2)[C@@]2(CCC3CCCC3)c3[nH]c4ccc(Cl)cc4c3CCN2C1=O)NCCc1ccccn1	.	.	14	50	.	-0.1%	4%	.	.	4%
COc1cccc(CNC(=O)CSCc2cnn(-c3ccccc3)c2-n2cccc2)c1OC	-9%	2%	2.7	81	22%	1.7%	-3%	-0.7%	8%	2%
COc1ccc(C(=O)CCC(=O)Nc2ccc(N3CCN(C)CC3)cc2)cc1OC	.	.	1.2	85	-0.1%	0.9%[50 µM]	1%	.	.	6%
Cc1cccc(NC(=O)c2ccccc2-c2ccccc2)c1	-2%	12%	0.9	57	-1.3%	0.1%	-3%	0.0%	5%	5%
Cc1oc(-c2ccccc2Cl)nc1CS(=O)(=O)CC(=O)NC1CCCC1	0%	-6%	-0.5	97	0.8%	0.3%	-2%	-1.3%	5%	-2%
O=C(NCCCN1CCOCC1)C1CCN(S(=O)(=O)c2cccc(C(F)(F)F)c2)CC1	.	.	0.1	72	0.4%	0.3%[50 µM]	5%	.	.	-3%
COc1ccccc1/C=N/OCc1cc(C(C)=O)ccc1OC	-3%	3%	1.2	83	3.1%	-0.2%	11%	-0.8%	3%	5%
Carrying on.
SMILES	AID2073	SIAH1 antagonists	NTR1 ag	NTR1 ag cell count 20 µM	RSV CPE inhibition	K1F lysis inhibition	Dengue-2 NS5 capping	West Nile antiviral	Large T inhibition	MgcRacGAP inhibition
Cc1nn(Cc2cccc(C(=O)NC3CCCCC3)c2)c(C)c1Cl	?	0%	0.5	35	1.3%	0.8%	7%	.	-4%	6%
Cc1ccc(-c2nc3ccccc3n2C)o1	28%	1%	1.0	91	0.3%	0.0%	-16%	-0.1%	-3%	5%
NS(=O)(=O)c1cc(C(=O)OCC(=O)NC2CCCCCCC2)ccc1Cl	.	.	0.4	87	.	0.7%[50 µM]	-12%	.	.	4%
C=CC(C)(C)c1c(O)c(CC=C(C)C)c(O)c2c(=O)c3ccc(O)c(O)c3oc12	.	.	36	72	.	-0.2%	1%	1.8%	0%	-26%
NC(=O)c1nsnc1-c1ccccc1O	7%	0%	0.3	63	1.2%	0.0%	-3%	.	-3%	10%
N#Cc1ccc(OCC(=O)Nc2cccc(S(=O)(=O)NC3=NCCCCC3)c2)cc1	.	.	0.3	62	3.1%	1.6%[50 µM]	4%	.	4%	3%
O=C(CS(=O)(=O)Cc1ccccc1)Nc1nc2c(s1)CCCC2	0%	5%	1.9	56	3.6%	2.7%	-4%	-0.2%	-1%	5%
COc1ccc(C(=O)N2CCCN(C)CC2)cc1S(=O)(=O)N(C)Cc1ccccc1	.	.	-2.8	54	-0.2%	0.4%[50 µM]	-3%	.	.	4%
